Screening results (PubChem)
TcdB GH inh = blocks C. difficile toxin B glycohydrolase activity. 350,000 compounds, 0.24% hits. P18177. TcdB glycohydrolase enzymatic assay, plate reader. inhibition, % at 9.99 µM; in the data active means inhibition above about 10%
Target sequence (P18177 whole entry, looked up): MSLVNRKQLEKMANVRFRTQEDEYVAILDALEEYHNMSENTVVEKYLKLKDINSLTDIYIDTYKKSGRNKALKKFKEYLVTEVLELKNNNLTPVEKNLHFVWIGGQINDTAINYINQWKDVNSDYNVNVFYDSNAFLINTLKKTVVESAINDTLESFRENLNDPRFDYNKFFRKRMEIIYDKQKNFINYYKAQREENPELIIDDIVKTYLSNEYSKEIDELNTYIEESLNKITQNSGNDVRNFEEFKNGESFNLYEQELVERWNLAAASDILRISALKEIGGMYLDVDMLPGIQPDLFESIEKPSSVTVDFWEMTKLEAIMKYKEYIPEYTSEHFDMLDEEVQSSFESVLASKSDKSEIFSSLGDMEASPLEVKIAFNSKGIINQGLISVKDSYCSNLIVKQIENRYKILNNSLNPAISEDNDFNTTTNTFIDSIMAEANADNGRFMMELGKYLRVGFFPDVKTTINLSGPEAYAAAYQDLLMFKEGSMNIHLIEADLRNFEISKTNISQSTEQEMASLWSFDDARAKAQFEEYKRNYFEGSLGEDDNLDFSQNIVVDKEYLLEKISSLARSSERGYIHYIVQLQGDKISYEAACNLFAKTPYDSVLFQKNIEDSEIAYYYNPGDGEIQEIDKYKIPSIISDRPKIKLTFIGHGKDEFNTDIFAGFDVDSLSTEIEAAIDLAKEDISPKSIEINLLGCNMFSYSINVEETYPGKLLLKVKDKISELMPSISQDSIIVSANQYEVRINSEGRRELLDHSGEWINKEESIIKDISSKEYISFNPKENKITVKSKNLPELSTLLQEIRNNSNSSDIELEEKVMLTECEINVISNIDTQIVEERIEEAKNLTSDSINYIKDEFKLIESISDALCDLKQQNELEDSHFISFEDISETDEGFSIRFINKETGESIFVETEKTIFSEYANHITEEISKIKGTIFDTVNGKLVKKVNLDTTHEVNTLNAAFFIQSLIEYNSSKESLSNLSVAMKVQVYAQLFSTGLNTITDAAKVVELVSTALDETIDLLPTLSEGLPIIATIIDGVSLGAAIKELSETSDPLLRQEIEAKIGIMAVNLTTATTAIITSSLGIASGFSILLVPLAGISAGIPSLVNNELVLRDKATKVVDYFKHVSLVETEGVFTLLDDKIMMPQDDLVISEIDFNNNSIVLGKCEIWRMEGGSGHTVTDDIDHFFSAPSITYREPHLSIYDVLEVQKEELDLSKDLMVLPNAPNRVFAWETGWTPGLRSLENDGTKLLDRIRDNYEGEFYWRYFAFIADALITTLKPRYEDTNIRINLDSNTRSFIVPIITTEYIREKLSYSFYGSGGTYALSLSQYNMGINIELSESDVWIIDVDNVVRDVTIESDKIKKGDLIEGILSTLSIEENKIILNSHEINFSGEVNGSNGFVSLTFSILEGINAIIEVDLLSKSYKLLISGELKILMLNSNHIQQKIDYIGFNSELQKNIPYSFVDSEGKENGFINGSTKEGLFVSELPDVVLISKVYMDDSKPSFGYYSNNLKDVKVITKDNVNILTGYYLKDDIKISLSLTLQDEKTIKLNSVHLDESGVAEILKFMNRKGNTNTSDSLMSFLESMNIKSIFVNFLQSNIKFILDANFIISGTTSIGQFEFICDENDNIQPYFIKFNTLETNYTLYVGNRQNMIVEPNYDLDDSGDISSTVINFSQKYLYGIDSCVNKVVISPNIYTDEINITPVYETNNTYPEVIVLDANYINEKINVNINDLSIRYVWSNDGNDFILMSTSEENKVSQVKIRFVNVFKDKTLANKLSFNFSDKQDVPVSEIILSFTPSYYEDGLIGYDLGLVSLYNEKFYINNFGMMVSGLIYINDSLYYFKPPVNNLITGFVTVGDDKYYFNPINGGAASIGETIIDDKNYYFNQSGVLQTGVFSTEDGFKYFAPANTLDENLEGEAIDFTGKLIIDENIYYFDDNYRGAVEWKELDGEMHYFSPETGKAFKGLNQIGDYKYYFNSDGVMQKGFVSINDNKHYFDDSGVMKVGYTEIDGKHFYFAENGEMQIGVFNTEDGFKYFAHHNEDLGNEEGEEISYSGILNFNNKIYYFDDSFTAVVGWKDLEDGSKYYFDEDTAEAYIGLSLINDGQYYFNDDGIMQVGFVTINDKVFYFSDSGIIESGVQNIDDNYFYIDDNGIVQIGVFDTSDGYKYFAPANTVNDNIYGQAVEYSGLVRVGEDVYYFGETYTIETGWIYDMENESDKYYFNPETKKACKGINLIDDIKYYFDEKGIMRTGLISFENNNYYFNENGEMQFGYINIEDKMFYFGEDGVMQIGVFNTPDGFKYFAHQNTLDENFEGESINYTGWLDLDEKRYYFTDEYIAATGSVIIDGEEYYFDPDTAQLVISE
Active calls of the source: *; & = joins results of further samples. Some of the compounds tested. The share of hits here may be higher or lower than overall.

SMILES	TcdB GH inh
Cc1ccccc1S(=O)(=O)NCC[C@@H]1CC[C@H](NC(=O)C2CCCC2)[C@H](CO)O1	0.3
Cc1noc(C)c1NC(=O)Nc1ccc2c(c1)CC(=O)N([C@@H](C)CO)C[C@@H](C)[C@@H](CN(C)C(=O)Nc1ccc(F)cc1)O2	0.2
CO[C@@H]1CN(C)C(=O)c2cc(NC(=O)Nc3ccccc3Cl)ccc2OC[C@@H](C)N(C(C)=O)C[C@H]1C	2.0
Cc1noc(C)c1S(=O)(=O)Nc1ccc2c(c1)C(=O)N([C@H](C)CO)C[C@@H](C)[C@@H](CN(C)C(=O)Nc1ccc3c(c1)OCO3)O2	1.6
CCCC(=O)Nc1ccc2c(c1)OC[C@@H](C)N(C(=O)c1ccccn1)C[C@H](C)[C@@H](OC)CN(C)C2=O	-0.3
C[C@@H]1CN([C@@H](C)CO)C(=O)c2cc(NC(=O)c3ccccc3)ccc2O[C@@H](C)CCCCO[C@H]1CN(C)C(=O)CCC(F)(F)F	-12.9
C[C@@H]1CCCCO[C@@H](CN(C)S(=O)(=O)c2ccc(Cl)cc2)[C@@H](C)CN([C@@H](C)CO)C(=O)c2cc(NC(=O)Cc3ccccc3)ccc2O1	0.3
C[C@@H]1CN([C@@H](C)CO)C(=O)c2cc(NC(=O)Cc3ccccc3)ccc2O[C@@H](C)CCCCO[C@@H]1CN(C)S(=O)(=O)c1ccccc1	0.0
C[C@H]1CN([C@@H](C)CO)C(=O)c2cccc(NC(=O)c3ccc(-c4nccs4)cc3)c2O[C@H]1CN(C)C(=O)Nc1ccc2c(c1)OCO2	-1.7
CCCC#Cc1ccc2c(c1)O[C@H](CN(C)Cc1cccnc1)[C@H](C)CN([C@@H](C)CO)S2(=O)=O	-0.4
O=C(Nc1cccc(F)c1)N1CC(=O)N2[C@H](CO)[C@H](c3ccc(-c4cccc(F)c4)cc3)[C@H]2C1	0.4
NCC[C@H]1CC[C@@H](NS(=O)(=O)Cc2ccccc2)[C@H](CO)O1	-0.2

Part of the list above, with bars between the fields:
canonical_smiles | TcdB GH inh
Cc1ccccc1S(=O)(=O)NCC[C@@H]1CC[C@H](NC(=O)C2CCCC2)[C@H](CO)O1 | 0.3
Cc1noc(C)c1S(=O)(=O)Nc1ccc2c(c1)C(=O)N([C@H](C)CO)C[C@@H](C)[C@@H](CN(C)C(=O)Nc1ccc3c(c1)OCO3)O2 | 1.6
C[C@@H]1CCCCO[C@@H](CN(C)S(=O)(=O)c2ccc(Cl)cc2)[C@@H](C)CN([C@@H](C)CO)C(=O)c2cc(NC(=O)Cc3ccccc3)ccc2O1 | 0.3

The listing continues:
SMILES	TcdB GH inh
C[C@@H]1CCCCO[C@@H](CN(C)CC2CCCCC2)[C@@H](C)CN([C@H](C)CO)C(=O)c2cc(NS(=O)(=O)c3ccc(F)cc3)ccc2O1	1.4
CC(C)NC(=O)N(C)C[C@H]1OCCCC[C@H](C)Oc2ccc(NC(=O)NC3CCCCC3)cc2C(=O)N([C@@H](C)CO)C[C@H]1C	0.9
C=CC[C@]1(C(=O)N(C)C)N=C(c2ccc(OCCCO)cc2)O[C@H]1c1ccccc1	-0.2
C[C@H]1CCCCO[C@H](CN(C)C(=O)CCC(F)(F)F)[C@@H](C)CN([C@@H](C)CO)C(=O)c2cc(NC(=O)Nc3ccc4c(c3)OCO4)ccc2O1	-0.5
Cc1ccc(S(=O)(=O)N(C)C[C@@H]2Oc3ccc(NS(=O)(=O)c4ccc(Cl)cc4)cc3CC(=O)N([C@H](C)CO)C[C@@H]2C)cc1	-0.2
O=C(C[C@H]1C[C@H]2c3cc(NC(=O)Nc4ccc(C(F)(F)F)cc4)ccc3O[C@H]2[C@@H](CO)O1)NCc1cc(F)ccc1F	-3.7
O=C(C[C@H]1C[C@@H]2c3cc(NC(=O)c4cccnc4)ccc3O[C@@H]2[C@H](CO)O1)NCc1cccc(F)c1	0.1
C[C@@H]1CN([C@@H](C)CO)C(=O)c2cc(NC(=O)Nc3ccc4c(c3)OCO4)ccc2O[C@@H]1CN(C)Cc1ccc(Cl)c(Cl)c1	0.4
Cc1ccc(F)cc1S(=O)(=O)N[C@@H]1CCN(Cc2ccc3[nH]ccc3c2)C1	0.6
CCC(=O)N1C[C@H](O)COC[C@H]2O[C@@H](CC(=O)N3CCCCC3)CC[C@@H]21	0.4
CO[C@@H]1CN(C)C(=O)c2ccc(NC(=O)NC(C)C)cc2OC[C@H](C)NC[C@@H]1C	-5.4
C[C@@H]1CN([C@H](C)CO)C(=O)c2cc(NC(=O)Nc3ccccc3)ccc2O[C@H]1CN(C)Cc1ccccc1	0.8

The list goes on; it opens with the five that closed the last part.
SMILES	TcdB GH inh
C[C@@H]1CN([C@@H](C)CO)C(=O)c2cc(NC(=O)Nc3ccc4c(c3)OCO4)ccc2O[C@@H]1CN(C)Cc1ccc(Cl)c(Cl)c1	0.4
Cc1ccc(F)cc1S(=O)(=O)N[C@@H]1CCN(Cc2ccc3[nH]ccc3c2)C1	0.6
CCC(=O)N1C[C@H](O)COC[C@H]2O[C@@H](CC(=O)N3CCCCC3)CC[C@@H]21	0.4
CO[C@@H]1CN(C)C(=O)c2ccc(NC(=O)NC(C)C)cc2OC[C@H](C)NC[C@@H]1C	-5.4
C[C@@H]1CN([C@H](C)CO)C(=O)c2cc(NC(=O)Nc3ccccc3)ccc2O[C@H]1CN(C)Cc1ccccc1	0.8
O=C(N[C@H]1CC[C@@H](CCNC(=O)C2CCOCC2)O[C@H]1CO)c1ccccn1	0.2
CCC(=O)Nc1ccc2c(c1)OC[C@@H](C)N(C(=O)NC1CCCCC1)C[C@@H](C)[C@H](OC)CN(C)C2=O	0.4
Cc1ccc(S(=O)(=O)Nc2cccc3c2O[C@H](CN(C)Cc2ccc(Oc4ccccc4)cc2)[C@@H](C)CN([C@H](C)CO)C3=O)cc1	0.5
C[C@@H]1CN([C@@H](C)CO)C(=O)c2cccc(NS(=O)(=O)c3cccs3)c2O[C@H]1CN(C)C(=O)NC1CCCCC1	-0.9
CC(=O)N1CCCCN2[C@H](CO)[C@@H](c3ccc(-c4ccc(F)cc4)cc3)[C@H]2C1	0.4
C[C@H](CO)N1C[C@H](C)[C@H](CN(C)C)Oc2ccc(NC(=O)Nc3ccc(C(F)(F)F)cc3)cc2C1=O	0.6
C[C@@H]1CN([C@@H](C)CO)C(=O)c2cccc(NC(=O)Nc3ccc4c(c3)OCO4)c2O[C@H]1CN(C)CC1CC1	-0.9
Cc1ccccc1-c1ccc([C@@H]2[C@@H](CO)N3CCCCN(C(=O)Nc4ccccc4)C[C@@H]23)cc1	-0.6
CCCC#Cc1ccc([C@@H]2[C@@H](C#N)N(C(=O)C3CCC3)[C@H]2CO)cc1	0.6
CCC(=O)N(C)C[C@@H]1Oc2ncc(C3=CCCC3)cc2C(=O)N([C@@H](C)CO)C[C@H]1C	0.2
O=C(NCC[C@@H]1CC[C@H](NS(=O)(=O)c2ccccc2F)[C@@H](CO)O1)c1ccc(F)cc1	-1.2
COc1ccccc1C#Cc1ccc2c(c1)O[C@@H](CN(C)Cc1cccnc1)[C@@H](C)CN([C@H](C)CO)S2(=O)=O	-4.4
CNC[C@H]1Oc2ncc(-c3ccccc3C)cc2C(=O)N([C@@H](C)CO)C[C@@H]1C	0.5
O=C(C[C@@H]1CC[C@@H]2[C@H](COC[C@@H](O)CN2Cc2ccccc2F)O1)NC1CCC1	0.7
C[C@@H]1CCCCO[C@H](CN(C)Cc2ccc(C(F)(F)F)cc2)[C@@H](C)CN([C@H](C)CO)C(=O)c2cc(NC(=O)c3ccccc3)ccc2O1	0.1
C[C@@H]1CN([C@H](C)CO)C(=O)Cc2cc(NS(=O)(=O)c3ccc(Cl)cc3)ccc2O[C@@H]1CN(C)S(=O)(=O)c1ccc(Cl)cc1	0.1
C[C@H]1CN([C@@H](C)CO)C(=O)c2cc(/C=C/c3ccccc3)cnc2O[C@@H]1CN(C)Cc1ccc2c(c1)OCO2	-0.5
C[C@H]1CCCCO[C@H](CN(C)C(=O)CCCN(C)C)[C@@H](C)CN([C@@H](C)CO)C(=O)c2cc(NC(=O)c3ccccc3)ccc2O1	1.4
COc1ccc(CN(C)C[C@H]2Oc3ccc(NC(=O)Nc4ccc(C(F)(F)F)cc4)cc3C(=O)N([C@H](C)CO)C[C@@H]2C)cc1	0.5
OC[C@H]1[C@@H](c2ccc(-c3cccnc3)cc2)[C@H]2CN(CC3CCOCC3)CCCCN21	0.7
CC(C)NC(=O)Nc1ccc2c(c1)C(=O)N([C@@H](C)CO)C[C@@H](C)[C@H](CN(C)Cc1ccncc1)OCCCC[C@H](C)O2	0.4
COc1cccc(NC(=O)N(C)C[C@@H]2Oc3ncc(/C=C/c4ccccc4)cc3C(=O)N([C@H](C)CO)C[C@H]2C)c1	1.3
O=C(C[C@H]1C=C[C@@H](NC(=O)Nc2cc(F)ccc2F)[C@H](CO)O1)Nc1ccccc1	-0.5
C[C@@H]1CN([C@H](C)CO)C(=O)c2cc(NC(=O)CCCCCC(=O)Nc3ccccc3N)ccc2O[C@@H]1CN(C)S(=O)(=O)c1cccs1	0.5
COCCOC(=O)N1C(=O)[C@@]2(c3cc(C#CCNC(N)=O)ccc31)[C@H](C(=O)N1CCc3cc(OC)c(OC)cc3C1)[C@H]1C(=O)O[C@H](c3ccccc3)[C@H](c3ccccc3)N1[C@@H]2c1ccccc1OCCO	-0.8
CC(C)CC#Cc1ccc([C@@H]2[C@H](CO)N3C(=O)CN(C(=O)Nc4cc(F)ccc4F)C[C@@H]23)cc1	2.0
C[C@H](CO)N1C[C@H](C)[C@@H](CN(C)C(=O)Nc2ccccc2)Oc2ccc(NS(=O)(=O)c3ccc(Cl)cc3)cc2C1=O	0.1
CCNC(=O)C[C@@H]1CC[C@H]2[C@H](COc3ccc(NC(=O)c4cc(C)on4)cc3C(=O)N2C)O1	0.5
CCC(=O)N1CC(=O)N2[C@H](C1)[C@H](c1ccc(C#CC3CCCC3)cc1)[C@@H]2CO	-1.2
O=C(C[C@@H]1C=C[C@H](NC(=O)C2CCOCC2)[C@@H](CO)O1)NCCc1cscn1	0.9
CO[C@@H]1CN(C)C(=O)c2cc(NC(=O)C3CC3)ccc2OC[C@H](C)N(Cc2ccncc2)C[C@H]1C	-8.8
COc1ccc(S(=O)(=O)N(C)C[C@@H]2OCCCC[C@H](C)Oc3ccc(NS(=O)(=O)c4ccc(Cl)cc4)cc3C(=O)N([C@H](C)CO)C[C@@H]2C)cc1	0.9
CC(=O)N[C@@H]1CC[C@@H](CCNC(=O)Nc2ccc(C(F)(F)F)cc2)O[C@H]1CO	-1.9
Cc1ccc(-c2ccc([C@@H]3[C@@H](CO)N4CCCCN(C(=O)c5ccc(F)cc5)C[C@@H]34)cc2)cc1	0.6
CO[C@H]1CN(C)C(=O)c2cc(NC(=O)C3CC3)ccc2OC[C@@H](C)NC[C@H]1C	-0.1
CO[C@H]1CN(C)C(=O)c2cc(NS(=O)(=O)c3ccc(C)cc3)ccc2OC[C@@H](C)N(C)C[C@H]1C	-0.1
Cc1ccc(S(=O)(=O)Nc2ccc3c(c2)C(=O)N([C@@H](C)CO)C[C@H](C)[C@@H](CN(C)C(=O)Nc2cccc4ccccc24)OCCCC[C@H](C)O3)cc1	0.4
C[C@H](CO)N1C[C@H](C)[C@H](CN(C)CC2CC2)Oc2ccc(NC(=O)Cc3ccccc3)cc2C1=O	0.6
N#Cc1cccc(-c2ccc(C3[C@H]4CNC[C@@H]3N4Cc3ccc(F)cc3)cc2)c1 (stereo not given in full)	0.2&0.1
CO[C@H]1CN(C)C(=O)c2ccc(NC(=O)C3CC3)cc2OC[C@H](C)N(C(C)=O)C[C@H]1C	0.3
C[C@H](CO)N1C[C@H](C)[C@H](CN(C)S(=O)(=O)c2ccc(F)cc2)Oc2ccc(NS(=O)(=O)c3cccs3)cc2C1=O	-0.3
C[C@@H]1CCCCO[C@@H](CN(C)CC2CC2)[C@H](C)CN([C@@H](C)CO)C(=O)c2cc(NS(=O)(=O)c3ccccc3)ccc2O1	-0.5
C[C@@H]1CN([C@H](C)CO)C(=O)c2c(c3ccccc3n2C)-c2ccccc2CO[C@H]1CN(C)S(=O)(=O)c1ccc(C#N)cc1	-0.7
C[C@H]1CN([C@@H](C)CO)C(=O)Cc2cc(NC(=O)Cc3ccccc3)ccc2O[C@H]1CN(C)C(=O)Nc1ccc(C(F)(F)F)cc1	0.5
C[C@@H]1CN([C@@H](C)CO)C(=O)c2cc(NC(=O)Cc3ccccc3)ccc2O[C@H]1CN(C)S(=O)(=O)c1ccc(Cl)cc1	-0.1
COc1ccc(C2=NOC(C(=O)NO)C2)cc1OC1CCCC1 (stereo not given)	-0.3
O=C(C[C@@H]1C=C[C@H](NC(=O)C2CCOCC2)[C@@H](CO)O1)NCc1ccncc1	-0.1
CO[C@@H]1CN(C)C(=O)c2ccc(NC(=O)CC(F)(F)F)cc2OC[C@H](C)N(S(=O)(=O)c2cn(C)cn2)C[C@H]1C	-0.8

By substructure, those above containing a cyano group
SMILES	TcdB GH inh
CCCC#Cc1ccc([C@@H]2[C@@H](C#N)N(C(=O)C3CCC3)[C@H]2CO)cc1	0.6
N#Cc1cccc(-c2ccc(C3[C@H]4CNC[C@@H]3N4Cc3ccc(F)cc3)cc2)c1 (stereo not given in full)	0.2&0.1
C[C@@H]1CN([C@H](C)CO)C(=O)c2c(c3ccccc3n2C)-c2ccccc2CO[C@H]1CN(C)S(=O)(=O)c1ccc(C#N)cc1	-0.7

Continuation:
SMILES	TcdB GH inh
C[C@@H]1CN([C@@H](C)CO)C(=O)Cc2cc(NS(=O)(=O)c3ccc(F)cc3)ccc2O[C@H]1CN(C)C	0.8
C/C=C/c1ccc([C@@H]2[C@H](CO)N(CC3CC3)C23CN(S(C)(=O)=O)C3)cc1	0.2
CCCNC(=O)N1CC2(CCN(Cc3nccs3)CC2)c2c([nH]c3cc(OC)ccc23)[C@@H]1CO	1.2
Cc1cccc(S(=O)(=O)N2C[C@@H](O)COC[C@@H]3O[C@@H](CC(=O)Nc4ccccc4)CC[C@H]32)c1	1.2
C[C@H]1CN([C@@H](C)CO)C(=O)Cc2cc(NC(=O)CCN3CCOCC3)ccc2O[C@@H]1CN(C)S(C)(=O)=O	-1.4
O=C(C[C@@H]1CC[C@@H](NS(=O)(=O)c2ccc(F)cc2)[C@@H](CO)O1)N1CCC(Cc2ccccc2)CC1	-0.4
O=C(Cc1cccnc1)N1CC2(C1)[C@@H](c1ccccc1)[C@@H](CO)N2C(=O)C1CCOCC1	-0.5
C[C@@H]1CN([C@@H](C)CO)C(=O)c2cccc(NC(=O)Nc3ccccc3)c2O[C@@H]1CN(C)Cc1ccc2c(c1)OCO2	-1.9
